Bioassay records from PubChem BioAssay.
Growth percent in the NCI-60 one-dose screen (48 h, 10 µM unless noted): 100 = growth as untreated, 0 = no growth, -100 = all killed.
HOP-62 = HOP-62 NSCLC. 80,000 compounds, 3.9% hits. AID 1794735
UACC-62 = UACC-62 melanoma. 81,000 compounds, 5.4% hits. AID 1794756
CCRF-CEM = CCRF-CEM leukemia | 77,000 compounds, 7% hits | AID 1794778
EKVX = EKVX NSCLC. 71,000 compounds, 3% hits
A549/ATCC = A549/ATCC NSCLC. 81,000 compounds, 3.7% hits
RPMI-8226 = RPMI-8226 leukemia cells; AID 1794781; 77,000 compounds, 7.5% hits
HOP-92 = HOP-92 NSCLC cells; AID 1794738; 71,000 compounds, 6.3% hits
M14 = M14 melanoma. 80,000 compounds, 6.2% hits. AID 1794745
* marks the source's active call; other numbers are inactive results; [ ] = another dose, or the depositor's remark. Rule for the calls: active = growth percent below 10; inactive = the rest.

For NS(=O)(=O)c1ccc(NCCCCN2C(=O)c3ccccc3OC=C2c2ccccc2)cc1 the results were HOP-62 89, UACC-62 72, CCRF-CEM 83, EKVX 79, A549/ATCC 80, RPMI-8226 89, HOP-92 71 and M14 100.
For CCOc1ccc2c(O)csc2c1 the results were HOP-62 106, UACC-62 98, CCRF-CEM 100, EKVX 95, A549/ATCC 104, RPMI-8226 102, HOP-92 92 and M14 114.
CC1(C)C(=O)CC[C@]2(C)[C@H]3C(=O)C=C4[C@@H]5C[C@@](C)(C(=O)NCCNCCN)CC[C@]5(C)CC[C@@]4(C)[C@]3(C)CC[C@@H]12 was read as HOP-62 94, UACC-62 98, CCRF-CEM 76, EKVX 105, A549/ATCC 98, RPMI-8226 91, HOP-92 66 and M14 91.
Screening O=C1Nc2ccccc2/C1=C\c1c(-c2ccc(Cl)cc2)nc2sc(C3CC3)nn12 returned HOP-62 88, UACC-62 69, A549/ATCC 73 and M14 71.
O=[N+]([O-])c1ccc(-c2ncc(-c3ccc(Br)cc3)o2)cc1 was read as HOP-62 114, UACC-62 93, CCRF-CEM 93, EKVX 101, A549/ATCC 31, RPMI-8226 79 and M14 109.
`O=C(Nc1ncc(Cc2ccc(C(F)(F)F)cc2)s1)c1ccc(-c2cccc([N+](=O)[O-])c2)o1` gave HOP-62 103, UACC-62 66, CCRF-CEM 96, A549/ATCC 78, RPMI-8226 83, HOP-92 89 and M14 100.
For O=C(Cn1cc(CN2C(=O)c3ccccc3S2(=O)=O)nn1)Nc1ccccc1F the results were HOP-62 107, UACC-62 88, CCRF-CEM 100, EKVX 105, A549/ATCC 101, RPMI-8226 103, HOP-92 101 and M14 100.
Screening COc1ccc(-c2cc3c(ncn4nc(-c5ccccc5)nc34)o2)cc1 returned HOP-62 99, UACC-62 97, CCRF-CEM 108, EKVX 83, A549/ATCC 109, RPMI-8226 101, HOP-92 103 and M14 106.
For Oc1cccc(NC(c2ccc(OC(F)F)c(OCC3CC3)c2)c2nnnn2C2CCCCC2)c1 (configuration not stated) the results were HOP-62 104, UACC-62 69, CCRF-CEM 104, EKVX 100, A549/ATCC 99, RPMI-8226 96, HOP-92 103 and M14 110.
`CCC(CC)(NC(=O)c1ccccc1)C(=O)O` gave HOP-62 98, UACC-62 106, CCRF-CEM 107, EKVX 99, A549/ATCC 99, RPMI-8226 105, HOP-92 98 and M14 95.
Screening O=C1/C(=C\c2cccc(Br)c2)Sc2ccc(Cl)cc21 returned HOP-62 97, UACC-62 97, CCRF-CEM 115, EKVX 100, A549/ATCC 105, HOP-92 115 and M14 101.
CN1C(=O)/C(=C\c2ccccc2)c2ccccc21 was read as HOP-62 86, UACC-62 73, CCRF-CEM 102, EKVX 83, A549/ATCC 95, RPMI-8226 97, HOP-92 78 and M14 91.
CSc1ncc(Br)c(Nc2ccc(Cl)c(Cl)c2)n1 was read as HOP-62 100, UACC-62 75, CCRF-CEM 86, EKVX 58, A549/ATCC 83, RPMI-8226 93, HOP-92 49 and M14 117.
`CCCCCCCCCCCCCCCCCCCCCCOC(=O)CCC(=O)OCCCCCCCCCCCCCCCCCCCCCC` gave HOP-62 106, UACC-62 105, RPMI-8226 98 and M14 96.
`CCOC(=O)Nc1ccccc1NC(=O)c1ccc(NC(=O)c2ccc3c(c2)ncn3-c2ccccc2)cc1` gave HOP-62 115, UACC-62 89, CCRF-CEM 79, EKVX 107, A549/ATCC 99, RPMI-8226 68, HOP-92 69 and M14 73.
`NNc1ccnc2c(N)cccc12` gave HOP-62 92, UACC-62 97, CCRF-CEM 87, EKVX 105, A549/ATCC 91, RPMI-8226 101, HOP-92 98 and M14 103.
Screening O=C(CCN1C(=O)/C(=C/c2ccccc2)SC1=S)N1CCOCC1 returned HOP-62 114, UACC-62 79, CCRF-CEM 49, EKVX 82, A549/ATCC 101, RPMI-8226 68, HOP-92 95 and M14 77.
For O=C(Nc1cccc([N+](=O)[O-])c1)NN1CCCCCC1 the results were HOP-62 111, UACC-62 76, CCRF-CEM 86, EKVX 81, A549/ATCC 87, RPMI-8226 60, HOP-92 81 and M14 110.
CSc1ncnc(N)c1N was read as HOP-62 111, UACC-62 109, CCRF-CEM 104, EKVX 99, A549/ATCC 98, RPMI-8226 99 and M14 109.
Cc1ccc2sc3ncc(-c4ccc(Br)cc4)n3c2c1 was read as HOP-62 94, UACC-62 95, CCRF-CEM 111, EKVX 92, A549/ATCC 101, RPMI-8226 104, HOP-92 90 and M14 99.
`Fc1ccc(NCc2cn(-c3ccccc3)nc2-c2ccc(OCc3ccccc3)cc2)cc1Cl` gave HOP-62 77, UACC-62 91, CCRF-CEM 92, EKVX 86, A549/ATCC 83, RPMI-8226 98, HOP-92 91 and M14 88.
For CCNCC(=O)Nc1ccc(C(=O)OCC)cc1 the results were HOP-62 90, UACC-62 99, CCRF-CEM 96, EKVX 104, A549/ATCC 103, RPMI-8226 104, HOP-92 113 and M14 102.
Screening Nc1nc2c([nH]1)c1[nH]c3ccccc3c1c1[nH]c3ccccc3c21 returned HOP-62 68, UACC-62 -32*, CCRF-CEM -3.6*, EKVX 74, A549/ATCC 85, RPMI-8226 -23*, HOP-92 -2.6* and M14 -69*.
O=C(CSc1nc(-c2ccc(F)cc2)nc2c1Cc1ccccc1O2)Nc1ccc(C(=O)O)cc1 was read as HOP-62 84, UACC-62 99, CCRF-CEM 105, EKVX 80, A549/ATCC 94, RPMI-8226 88, HOP-92 91 and M14 98.
Screening C=C1CC[C@@H]2[C@](C)(CO)[C@H](O)CC[C@@]2(C)[C@@H]1C/C(O)=C1\CCOC1=O returned HOP-62 102, UACC-62 89, CCRF-CEM 60, EKVX 102, A549/ATCC 96, RPMI-8226 84 and HOP-92 101.
For CC(=O)Nc1nc2ccc(NS(=O)(=O)c3cccc4c(N(C)C)cccc34)cc2s1 the results were HOP-62 108, UACC-62 78, CCRF-CEM 96, EKVX 92, A549/ATCC 101, RPMI-8226 93, HOP-92 107 and M14 125.
Screening COc1ccc(NC(=O)CN2CCN(c3nc(-c4ccc(C)cc4)nc4ccccc34)CC2)cc1 returned HOP-62 101, UACC-62 71, CCRF-CEM 85, EKVX 80, A549/ATCC 69, HOP-92 106 and M14 94.
`Cc1ccc2c(c1)C(O)(CC(=O)c1cc3ccccc3oc1=O)C(=O)N2` (configuration not stated) gave HOP-62 90, UACC-62 84, CCRF-CEM 85, EKVX 93, A549/ATCC 104, RPMI-8226 84, HOP-92 78 and M14 101.
N#Cc1ccccc1-c1ccc(CN2C(=O)S/C(=C\c3cccc(Oc4ccccc4)c3)C2=O)cc1 was read as HOP-62 100, UACC-62 88, CCRF-CEM 94, EKVX 94, A549/ATCC 100, RPMI-8226 100, HOP-92 91 and M14 101.
Screening COc1ccc(C2=NN(C(=O)[C@H]3[C@@H](c4ccco4)c4sc(=O)[nH]c4S[C@@H]3C)C(c3ccc4ccccc4c3)C2)cc1 (some centres not stated) returned HOP-62 60, UACC-62 29, CCRF-CEM 6.1*, EKVX 23, A549/ATCC 18, RPMI-8226 8.6*, HOP-92 29 and M14 24.
COc1ccc(-c2nc(SCCC(C)C)nc(N/N=C\c3ccc(OC)c(OC)c3)c2C#N)cc1 was read as HOP-62 89, UACC-62 77, CCRF-CEM 90, EKVX 93, A549/ATCC 88, HOP-92 64 and M14 114.
Screening COc1ccc(OC)c(-c2c(C#N)c(-c3ccc(Cl)cc3)nc3c2c(-c2ccccc2)nn3-c2ccccc2)c1 returned HOP-62 99, UACC-62 91, CCRF-CEM 99, EKVX 102, A549/ATCC 98, RPMI-8226 96, HOP-92 101 and M14 101.
For C#CCOc1ccc2ncnc(NCc3cccc(NC(=O)C=C)c3)c2c1 the results were HOP-62 92[8.25 µM], UACC-62 102[8.25 µM], CCRF-CEM 104[8.25 µM], EKVX 111[8.25 µM], A549/ATCC 104[8.25 µM], RPMI-8226 86[8.25 µM], HOP-92 100[8.25 µM] and M14 104[8.25 µM].
For COc1ccc(-c2nc3sccn3c2/C=C/C(=O)c2cc(OC)c(OC)c(OC)c2)cc1OC the results were HOP-62 37, UACC-62 15, CCRF-CEM 22, EKVX 34, A549/ATCC 54, RPMI-8226 11, HOP-92 0.3* and M14 7.1*.
`CCc1c(C(=O)NCc2cccc3ccccc23)[nH]c(C)c1C(C)=O` gave HOP-62 40, CCRF-CEM 41, EKVX 77, A549/ATCC 43, RPMI-8226 40, HOP-92 61 and M14 56.
For COc1ccc(C(=N\Nc2ccccc2)/C(=N/Nc2ccccc2)c2ccc(OC)cc2)cc1 the results were HOP-62 102, UACC-62 88, CCRF-CEM 116, EKVX 98, A549/ATCC 89, RPMI-8226 84, HOP-92 71 and M14 97.
For ClCC(Cl)C1CCC(Cl)C(Cl)C1 (configuration not stated) the results were HOP-62 111, UACC-62 103, CCRF-CEM 97, A549/ATCC 98, RPMI-8226 100, HOP-92 105 and M14 101.
For CCN(CC)CCC(O)c1cnc(-c2ccccc2)nc1C (configuration not stated) the results were HOP-62 96, UACC-62 99, CCRF-CEM 93, EKVX 97, A549/ATCC 86, RPMI-8226 90 and M14 99.
`Cc1nc2[nH][nH]c(=O)c2nc1C` gave HOP-62 114, UACC-62 97, CCRF-CEM 98, A549/ATCC 110, RPMI-8226 102 and M14 107.
NC(=O)c1sc2nc(-c3cnccn3)cc(-c3cccs3)c2c1N was read as HOP-62 103, UACC-62 88, CCRF-CEM 102, EKVX 103, A549/ATCC 103, RPMI-8226 112, HOP-92 103 and M14 108.

An excerpt from above in order of length of the SMILES, highest first:
COc1ccc(-c2nc(SCCC(C)C)nc(N/N=C\c3ccc(OC)c(OC)c3)c2C#N)cc1 was read as HOP-62 89, UACC-62 77, CCRF-CEM 90, EKVX 93, A549/ATCC 88, HOP-92 64 and M14 114.
Screening COc1ccc(NC(=O)CN2CCN(c3nc(-c4ccc(C)cc4)nc4ccccc34)CC2)cc1 returned HOP-62 101, UACC-62 71, CCRF-CEM 85, EKVX 80, A549/ATCC 69, HOP-92 106 and M14 94.
For CCNCC(=O)Nc1ccc(C(=O)OCC)cc1 the results were HOP-62 90, UACC-62 99, CCRF-CEM 96, EKVX 104, A549/ATCC 103, RPMI-8226 104, HOP-92 113 and M14 102.

3 compounds drawn at random from those above, as already listed:
Screening COc1ccc(OC)c(-c2c(C#N)c(-c3ccc(Cl)cc3)nc3c2c(-c2ccccc2)nn3-c2ccccc2)c1 returned HOP-62 99, UACC-62 91, CCRF-CEM 99, EKVX 102, A549/ATCC 98, RPMI-8226 96, HOP-92 101 and M14 101.
For CCN(CC)CCC(O)c1cnc(-c2ccccc2)nc1C (configuration not stated) the results were HOP-62 96, UACC-62 99, CCRF-CEM 93, EKVX 97, A549/ATCC 86, RPMI-8226 90 and M14 99.
`Cc1ccc2c(c1)C(O)(CC(=O)c1cc3ccccc3oc1=O)C(=O)N2` (configuration not stated) gave HOP-62 90, UACC-62 84, CCRF-CEM 85, EKVX 93, A549/ATCC 104, RPMI-8226 84, HOP-92 78 and M14 101.

Two consecutive records out of the list so far:
`Cc1nc2[nH][nH]c(=O)c2nc1C` gave HOP-62 114, UACC-62 97, CCRF-CEM 98, A549/ATCC 110, RPMI-8226 102 and M14 107.
NC(=O)c1sc2nc(-c3cnccn3)cc(-c3cccs3)c2c1N was read as HOP-62 103, UACC-62 88, CCRF-CEM 102, EKVX 103, A549/ATCC 103, RPMI-8226 112, HOP-92 103 and M14 108.

Further structures:
O=C(CC(c1ccc(Br)cc1)c1cccc2ccccc12)c1ccccc1 (configuration not stated) was read as HOP-62 86, UACC-62 69, CCRF-CEM 95, EKVX 93, A549/ATCC 95, RPMI-8226 99, HOP-92 117 and M14 79.
`O=S(=O)(Nc1ccc(Cl)nn1)c1ccc(Nc2nc3ccccc3s2)cc1` gave HOP-62 90, UACC-62 93, CCRF-CEM 111, EKVX 88, A549/ATCC 108, RPMI-8226 103 and HOP-92 97.
For O=C(O)CSc1ccc2c3c(cccc13)C(=O)c1ccccc1-2 the results were HOP-62 103, UACC-62 101, CCRF-CEM 81, EKVX 62, A549/ATCC 87, RPMI-8226 91, HOP-92 91 and M14 103.
Screening COc1cc(C(=O)/C=C/c2c(C(F)(F)F)nc3sccn23)cc(OC)c1OC returned HOP-62 4.7*, UACC-62 -14*, CCRF-CEM -9.5*, EKVX 11, A549/ATCC 11, HOP-92 40 and M14 -39*.
`N#CCSc1ncnc2nc[nH]c12` gave HOP-62 113, UACC-62 88, CCRF-CEM 120, EKVX 110, A549/ATCC 102, RPMI-8226 133, HOP-92 110 and M14 110.
For O=C1CCCC2=C1C(c1ccc3c(c1)OCCO3)n1ncnc1N2 (configuration not stated) the results were HOP-62 111, UACC-62 107, CCRF-CEM 112, EKVX 105, A549/ATCC 101, RPMI-8226 112, HOP-92 100 and M14 106.
Cc1cccc(C)c1N1CCN(CC(O)COc2ccc3c(C)cc(=O)oc3c2)CC1 (configuration not stated) was read as HOP-62 112, UACC-62 94, A549/ATCC 96, RPMI-8226 37, HOP-92 83 and M14 86.
